FBPA Giardia inh = blocks Giardia fructose-bisphosphate aldolase activity; A8B2U2; purified Giardia FBPA; Potency, µM (top dose mostly 59.6 µM), without a hit: top-dose activity, negative = inhibition, usual class: inhibitors; hit rate 0.71% among 290,000; also: potency is read from the fitted curve at half-maximal effect; nearly all actives have a fitted effect of over 55% in size
Target sequence (A8B2U2 whole entry, looked up): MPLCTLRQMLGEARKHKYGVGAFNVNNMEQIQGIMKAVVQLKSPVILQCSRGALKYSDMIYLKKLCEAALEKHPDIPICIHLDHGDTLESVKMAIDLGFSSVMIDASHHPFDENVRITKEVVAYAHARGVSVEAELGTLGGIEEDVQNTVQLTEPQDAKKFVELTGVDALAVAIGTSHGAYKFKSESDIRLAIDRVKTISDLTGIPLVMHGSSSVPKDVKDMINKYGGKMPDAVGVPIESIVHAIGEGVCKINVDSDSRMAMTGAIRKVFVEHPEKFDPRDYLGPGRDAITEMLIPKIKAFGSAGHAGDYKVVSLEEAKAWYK
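Giardia FBPA (40 nM reagent) was preincubated 10 min at RT with compound (up to 57.5 uM final), then substrate plus GAPDH/TPI/NAD/arsenate coupling system with diaphorase/resazurin was added; resorufin fluorescence (525/598 nm) was read after 20 min.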
AMA1-RON2 inh = inhibitors of Plasmodium falciparum AMA1-RON2 interaction | hit rate 0.2% among 360,000 | AID 720542 | Potency, µM (series often up to 58.2 µM), without a hit: top-dose activity change, negative = inhibition, usual class: inhibitors | AlphaScreen AMA1-biotinylated RON2 peptide binding;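 also: potency is read from the fitted curve at half-maximal effect; 0% = vehicle wells and -100% = peptide control; nearly all actives have a fitted effect of over 45% in size; some results filed as inactive show a strong effect at the top dose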
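AMA1 (3D7) with his tag at 25 nM final met compounds first, then biotinylated RON2 peptide at 25 nM; detection used donor plus acceptor beads, 10 µg/mL apiece, read by AlphaScreen after 30 min at room temperature.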
AmpC inh detg = inhibitors of E. coli AmpC beta-lactamase with detergent | AmpC hydrolysis of nitrocefin, absorbance 480 nm, 0.01% Triton | Potency, µM (series often up to 114 µM), without a hit: at the top dose activity change, negative = inhibition, most hits filed as inhibitors | hit rate 0.041% among 370,000 | AID 485294;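 also: potency is read from the fitted curve at half-maximal effect; 0% = no-compound wells and -100% = no-enzyme wells; nearly all actives have a fitted effect of over 25% in size; some results filed as inactive show a strong effect at the top dose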
Target sequence (P00811 whole entry, looked up): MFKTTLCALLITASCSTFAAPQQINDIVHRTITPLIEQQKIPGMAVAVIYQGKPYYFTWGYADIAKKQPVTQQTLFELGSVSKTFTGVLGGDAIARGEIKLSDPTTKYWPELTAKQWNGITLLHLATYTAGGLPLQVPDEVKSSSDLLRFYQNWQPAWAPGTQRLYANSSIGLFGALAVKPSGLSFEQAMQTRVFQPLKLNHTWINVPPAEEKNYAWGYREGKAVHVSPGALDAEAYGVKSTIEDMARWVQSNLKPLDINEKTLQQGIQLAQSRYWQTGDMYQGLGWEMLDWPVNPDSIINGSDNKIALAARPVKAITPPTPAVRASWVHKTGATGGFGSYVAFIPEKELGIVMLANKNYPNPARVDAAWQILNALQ
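20 mM phosphate pH 7.0 + 0.01% (detergent screen) or 0.0001% Triton X-100; 5.3 nM AmpC reagent; cpd preinc 15 min RT; nitrocefin (800 uM stock) to start; A480 q20 s × 4 min; Activity was normalised to no-enzyme and no-compound control wells.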
HCV inh = inhibitors of hepatitis C virus infection; Huh7.5.1 HCVcc-Cre infection, luciferase reporter, 44 h; Potency, µM (highest dose often 41.8 µM), inactives show at the highest dose activity change, negative = inhibition, usual class: inhibitors; hit rate 3.4% among 340,000; AID 651820; also: potency is read from the fitted curve at half-maximal effect
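Reporter virus HCVcc-Cre (~0.5 moi) infects cells exposed to compound; seeding density 1,000 cells/well with 4 h settling beforehand. Luminescence, 15 sec read, taken 44 h post-infection following a 15 min RT substrate incubation.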
Sm TGR inh = S. mansoni TGR enzyme inhibition. AID 485364. purified TGR, DTNB reduction, TNB absorbance 405 nm. Q962Y6. hit rate 3% among 360,000. Potency, µM (top dose mostly 114 µM), without a hit: at the highest dose activity change, negative = inhibition, hits mostly inhibitors; also: potency is read from the fitted curve at half-maximal effect; nearly all actives have a fitted effect of over 60% in size
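TGR 20 nM + NADPH 100 uM (dispensed conc.), cpd preinc 15 min RT; start with NADPH (500 uM addition) then DTNB (15 mM addition). Kinetic TNB absorbance, 405 nm filter. Four-parameter Hill fit across titration.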
HCMV inh = inhibitors of human cytomegalovirus; activity change, negative = inhibition, % at 57.5 µM; hit rate 4.5% among 410,000; HFF cells, HCMV-luciferase reporter, 72 h; hits give low values; AID 1259415; in the data active = activity change below about -60%; inconclusive = no clear call, values can overlap the other calls; inactive = above about -39%
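Steps: HFFs plated, 16 h 37C; compounds added; HCMV-luciferase added to MOI 1 PFU/cell; 72 h 37C; OneGlo reagent, 5 min room temperature; luminescence read, normalized to controls.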
* = called active by the depositor; ? = inconclusive; . = no result given; & = joins results of further samples; [ ] = dose if it differs, or a comment. Unless noted, calls follow the shape of the dose curve; as a rule, active = well fitted curve in the direction sought with a large enough effect; inconclusive = small, poorly fitted or top-dose-only effect, or another doubt; inactive = no such curve, though single readings can be large; an effect the other way counts as inactive or inconclusive. Unless noted, % is scaled to controls: 0 for no effect and ±100 for the full control effect. Hits appear at their usual frequency. Share with any hit: about 9.3%.

mol	FBPA Giardia inh	Sm TGR inh	AMA1-RON2 inh	HCV inh	HCMV inh	AmpC inh detg
CC(C)(C)OC(=O)N1CCC(c2c(C(=O)NCc3ccccc3)cnn2-c2ccc(F)cc2)CC1	.	12%	.	.	18	1%
CCOC(=O)N1CCN(C(=O)c2cc3c(=O)n(C)c4ccccc4c3n2C)CC1	-7%	7%	13%	-27%	28	?
O=C(O)c1ccccc1CC(CCc1ccccc1)C(=O)O (configuration not stated)	.	.	?	5%	-10	.
Cc1ccc(-n2nc3cc(C)c(N)cc3n2)cc1	?	-15%	-4%	-21%	-16	-7%
O=[N+]([O-])c1ccccc1S(=O)(=O)N(CC1CO1)c1ccccc1 (configuration not stated)	-2%	?	-16%	16%	3	-6%
CC1=C(C(=O)OCc2ccccc2)C(c2ccc(Cl)cc2)NC(=O)N1CCCC(=O)O (configuration not stated)	13%	2%	7%	7%	14	?
COc1ccc(OC)c(S(=O)(=O)N2CCCC(C(=O)N3CCC(C(N)=O)CC3)C2)c1 (configuration not stated)	.	-16%	0%	10%[8.37 µM]	-16	?
CCC(C)(C)NC(=O)CCCSc1nc2ccccc2[nH]1	3%	13%	-13%	-10%	0	?
O=C(CN1C(=O)C2C3CC(C(Br)C3Br)C2C1=O)OCC(=O)c1cccc([N+](=O)[O-])c1 (configuration not stated)	-4%	7%	3%	5%	-39	-13%
CCNC(=O)C1CC(=O)OC12CCCCC2 (configuration not stated)	0%	-28%	34%	6%	15	0%
Cc1cc(C)c[n+](CC(=O)c2c(C)cc(C)c([N+](=O)[O-])c2C)c1	-1%	-2%	-4%	-8%	-4	-1%
CCCC/C(=N\O)c1c[nH]c2ccccc12	-3%	0%	-6%	?	62	-4%
COc1ccc(CCN2CCC(CNC(=O)c3cnn(-c4ccc(C)cc4)c3C3CCN(C(=O)OC(C)(C)C)CC3)CC2)cc1	.	-4%	.	.	0	4%
CN(C)C=NC(=O)c1ccc(N2CCN(c3ncc(C(F)(F)F)cc3Cl)CC2)cc1	-2%	14%	-3%	9%	-19	-1%
CC(O)CSc1nc2c(c(=O)[nH]c(=O)n2C)n1Cc1ccccc1 (configuration not stated)	-1%	8%	2%	5%	80	3%
COC(=O)c1sc2cccc(F)c2c1S(=O)(=O)NCc1ccc(F)cc1	.	2%	.	.	5	-1%
O=C(NCc1ccco1)c1cc(S(=O)(=O)N2CCOCC2)ccc1Cl	1%	?	-12%	4%	8	?
O=c1[nH]ncn1-c1ccc(Br)cc1	1%	6%	7%	13%	-5	1%
COc1ccc(OC)c(S(=O)(=O)N(C)CC(=O)N2CCN(c3ccc(F)cc3)CC2)c1	?	2%	-10%	13%	48	-15%
O=C(COn1nnc2ccc(Cl)cc21)NC1CCS(=O)(=O)C1 (configuration not stated)	.	-2%	0%	0%	-26	3%
Cc1ccc(CN2CCC(CNc3ncnc4onc(-c5ccc(Cl)cc5)c34)CC2)cc1	.	4%	.	.	-10	-4%
Cc1ccc([C@@H]2CC=C(C(=O)O)[C@H](c3ccc(Cl)cc3)N2S(=O)(=O)c2ccccc2C)cc1	.	.	4%	46%[activator]	-17	.
Cc1ccc(C(=O)OCC(=O)Nc2ccc3c(c2)OCO3)c(O)c1	.	0%	-6%	?	2	?
CCc1ccc(NC(=O)c2cnn(-c3ccccc3)c2-n2cccc2)cc1	.	27%	.	.	-29	14%
Cc1ccccc1NS(=O)(=O)c1ccc(NS(=O)(=O)c2cccs2)cc1	8%	8%	-2%	0%	-17	6%
O=S(=O)(NCCCNS(=O)(=O)c1c(F)cccc1F)c1ccc2c(c1)OCCO2	.	-18%	.	.	-14	6%
Cc1cc(=S)c2ccccc2[nH]1	-21%	?	18%	-3%	-12	0%
NC(=O)C1CCCN(S(=O)(=O)c2ccc(Br)cc2)C1 (configuration not stated)	5%	0%	0%	1%	-17	-8%
CCOc1ccccc1NC(=O)C(CC(C)C)NC(=O)C1CCC(C)CC1 (configuration not stated)	1%	-9%&8%	33%[activator]	12%	3&8	-7%&-9%
Cc1ccc(-n2cc(S(=O)(=O)c3ccc(C)cc3)[nH]c2=O)cc1	1%	-2%	-17%	7%	-30	-9%
Cc1cccc(C(=O)OC(C)C(=O)N2CCc3ccccc3C2)c1C (configuration not stated)	.	4%	7%[11.6 µM]	7%	0	-9%
CN(C(=O)COC(=O)Cc1c(Cl)cccc1Cl)C1CCS(=O)(=O)C1 (configuration not stated)	.	-12%	-3%	22%	-7	-16%
CC(=O)Nc1ccccc1-c1nc2ccccc2n(C(C)C(=O)c2ccc(C)c(C)c2)c1=O (configuration not stated)	.	-21%	.	.	1	6%
Cc1ccc(CN2CCN(Cc3cn(C(C)C)c4ccccc34)CC2CCO)o1 (configuration not stated)	-3%	?	-5%	-9%	3	-8%
COc1cc(NC(=O)C2CCN(S(=O)(=O)Cc3ccccc3)CC2)c(OC)cc1Cl	.	-1%	.	.	-29	-5%
CCCn1nc(C(=O)Nc2ccc(S(=O)(=O)Nc3ncccn3)cc2)c2ccccc2c1=O	4%	-3%	-10%	5%	12	-3%
Cc1cc(Cl)ccc1OC(C)C(=O)NNC(=O)C1CCCCC1C(=O)O (configuration not stated)	.	0%	48%[activator]	-13%	?	-2%
O=C(CN1CCN(c2ccc(F)cc2)CC1)Nc1ccc2c(c1)OCCO2	4%	1%	-1%	3%	-2	-7%
CCN1C[C@@H]2[C@@H]3C(=O)N(C)C(=O)[C@@H]3[C@](Cc3ccccc3)(C(=O)OC)N2C1=NC1CCCCC1	.	.	10%	?	1	.
CC(=O)NCCNC(=O)C1CCC(CNc2nc(=S)[nH]c3ccccc23)CC1 (configuration not stated)	7%	-1%	22%	15%	-2	1%
O=C(NC1CCCCCC1)C(=S)NCCc1ccccc1	-15%	4%	37%[activator]	3%	-1	0%
Cc1cc(NC(=O)CCc2ccc(C)o2)no1	-1%	?	6%	8%	15	-3%
Cc1cc(F)ccc1S(=O)(=O)N1CCCOC1CNC(=O)C(=O)NCCc1ccccc1 (configuration not stated)	.	2%	7%	-5%	-35	2%
Cc1ccc(C2CC(C(F)(F)F)n3ncc(C(N)=O)c3N2)cc1 (configuration not stated)	-1%	0%	-2%	10%	-2	-4%
CCn1cc(/C=N\NC(=O)Cc2ccc([N+](=O)[O-])cc2)c(C)n1	2%	-9%	13%	12%	-32	-13%

Structures shown so far containing an aryl methoxy group (4):
mol	FBPA Giardia inh	Sm TGR inh	AMA1-RON2 inh	HCV inh	HCMV inh	AmpC inh detg
COc1ccc(OC)c(S(=O)(=O)N2CCCC(C(=O)N3CCC(C(N)=O)CC3)C2)c1 (configuration not stated)	.	-16%	0%	10%[8.37 µM]	-16	?
COc1ccc(CCN2CCC(CNC(=O)c3cnn(-c4ccc(C)cc4)c3C3CCN(C(=O)OC(C)(C)C)CC3)CC2)cc1	.	-4%	.	.	0	4%
COc1ccc(OC)c(S(=O)(=O)N(C)CC(=O)N2CCN(c3ccc(F)cc3)CC2)c1	?	2%	-10%	13%	48	-15%
COc1cc(NC(=O)C2CCN(S(=O)(=O)Cc3ccccc3)CC2)c(OC)cc1Cl	.	-1%	.	.	-29	-5%

Continuation:
mol	FBPA Giardia inh	Sm TGR inh	AMA1-RON2 inh	HCV inh	HCMV inh	AmpC inh detg
CN(C(=O)CSc1nnc(C2CC2)n1C)C1CCCc2ccccc21 (configuration not stated)	.	-4%	-1%	15%	-7	-15%
O=C(COc1ccccc1F)NC12CC3CC(CC(C3)C1)C2	7%	-3%	0%	-29%	-34	1%
O=C(COc1nsnc1N1CCOCC1)Nc1ccccc1Cl	2%	1%	-8%	5%	5	-3%
Oc1ccccc1C(=S)N1CCN(c2cccc(Cl)c2)CC1	0%	34%	-9%	?	-37	-4%
CN(C(=O)CC1C(=O)NCCN1Cc1ccc(F)cc1Cl)C1CCCCC1 (configuration not stated)	.	8%	39%[activator]	-6%	-20	4%
COc1cc(CC(CC(=O)O)CC(C)OCc2ccccc2)cc(OC)c1 (configuration not stated)	23%	-1%	10%[2.32 µM]	6%	-37	?
COc1ccc(C)cc1NC1=C(Cl)C(=O)N(C2CCCCC2)C1=O	.	45µM*	-22%	-6%	8	-1%
Cc1n[nH]c(C)c1C(=O)CC1(O)C(=O)N(CCc2ccccc2)c2ccc(Cl)cc21 (configuration not stated)	0%	8%	1%	-3%	-23	1%
COc1ccc(-c2csc3ncnc(N4CCN(Cc5ccccc5)CC4)c23)cc1	8%	-3%	-13%	3%	-89*	-12%
COc1ccc(NC(=O)c2cccc(S(=O)(=O)NCc3ccco3)c2)c(OC)c1	.	?	-20%	?	-18	-7%
O=C(NCc1ccco1)c1cccc(Br)c1	3%	?	-1%	6%	-2	?
COC(=O)c1ccc(Oc2nc(NC(C)(C)C)nc(N3CCOCC3)n2)cc1	2%	3%	.	.	.	-4%
COc1ccc(/C=C/C(=O)Nc2c(C)nn(C)c2C)cc1COc1ccc(Cl)cc1Br	2%	-8%	-9%	?	-15	?
CCOC(=O)N1CCC(NC(=O)CS(=O)(=O)Cc2nc(-c3ccc(OC)cc3)oc2C)CC1	.	?	9%	-18%	-16	0%
CC(=O)c1sc(NS(=O)(=O)c2ccc(C)cc2)nc1-c1ccccc1	13%	-12%	-6%	11%	-12	3%
Cc1nn2c(N3CCOCC3)c3c(nc2c1-c1ccccc1)CCCC3	3%	-2%	43%[activator]	?	-12	1%
Cc1ccccc1/C=N/NC(=O)Cc1ccc(Cl)cc1	0%	5%	-6%	-22%	-14	-2%
COc1ccc(/C=C(/C#N)c2cccnc2)cc1OC	11%	-11%	7%	?	-14	-2%
O=C(O)c1ccc(S(=O)(=O)NCc2ccc3c(c2)OCO3)cc1	7%	10%	-8%	8%	66	-11%
COc1cc(C2C(=O)N(C3CCCC3)CC(=O)N2Cc2ccco2)ccc1OC(C)C (configuration not stated)	.	?	-7%	.	33	-12%
CC(=O)N(C)c1ccc(NC(=S)Nc2ccccc2)cc1	-9%	-32%	3%	18%	-14	?
COc1ccc(C(=O)CNc2cccc(F)c2)cc1	4%	-20%	8%	-9%	47	-3%

Screens deposited in PubChem by National Center for Advancing Translational Sciences (NCATS).
